PV pol inh: poliovirus RNA polymerase inhibition; P03300; % elongation, % (compound at 16.7 µg/mL); hit rate 0.66% among 150,000; poliovirus polymerase elongation, fluorescence polarization; stronger effect = lower value; in the data active = % elongation below about 90%; note: some results filed as inactive read as strong as hits
Target sequence (P03300 1749-2209 limits assumed): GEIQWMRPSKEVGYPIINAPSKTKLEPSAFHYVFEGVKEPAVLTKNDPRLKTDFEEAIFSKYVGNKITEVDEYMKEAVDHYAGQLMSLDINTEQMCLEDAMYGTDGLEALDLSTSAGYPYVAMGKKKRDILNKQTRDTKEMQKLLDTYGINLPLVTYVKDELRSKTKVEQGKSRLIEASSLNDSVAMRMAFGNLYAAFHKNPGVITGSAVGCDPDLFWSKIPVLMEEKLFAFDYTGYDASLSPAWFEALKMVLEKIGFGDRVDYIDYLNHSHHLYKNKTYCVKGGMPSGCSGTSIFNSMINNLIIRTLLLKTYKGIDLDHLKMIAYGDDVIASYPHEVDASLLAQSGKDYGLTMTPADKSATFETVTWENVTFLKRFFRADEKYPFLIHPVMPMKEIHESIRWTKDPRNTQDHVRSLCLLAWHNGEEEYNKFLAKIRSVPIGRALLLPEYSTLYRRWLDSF
PV pol inh FP z-score: further read-out of PV pol inh, marked with its call; z-score; measured here: FP z-score; hits read low
An asterisk follows results filed as active; & = joins results of further samples. An excerpt. The share of hits here may be higher or lower than overall.

The first six compounds, to show the layout:
SMILES | PV pol inh | PV pol inh FP z-score
CC(=O)Nc1nc(C(C)(C)C)cs1 | 100 | -0.1
CCNC(=S)NCc1ccc2[nH]c(C)cc2c1 | 102 | 1.2
CC(=O)OC1COC(NC(=S)Oc2ccccc2)C(OC(C)=O)C1OC(C)=O (stereo unspecified) | 109 | 0.7
O=C(CSc1nc2ccccc2c(=O)n1CCCN1CCOCC1)c1ccccc1 | 102 | -0.1
O=C(NCc1nnc(SCC(=O)N2CCCC2)o1)c1c(F)cccc1Cl | 100 | -0.9
COCC(C)n1c(SCC(=O)c2ccc[nH]2)nc2ccccc2c1=O (stereo unspecified) | 103 | 0.1

The listing, repeating the preview:
SMILES | PV pol inh | PV pol inh FP z-score
CC(=O)Nc1nc(C(C)(C)C)cs1 | 100 | -0.1
CCNC(=S)NCc1ccc2[nH]c(C)cc2c1 | 102 | 1.2
CC(=O)OC1COC(NC(=S)Oc2ccccc2)C(OC(C)=O)C1OC(C)=O (stereo unspecified) | 109 | 0.7
O=C(CSc1nc2ccccc2c(=O)n1CCCN1CCOCC1)c1ccccc1 | 102 | -0.1
O=C(NCc1nnc(SCC(=O)N2CCCC2)o1)c1c(F)cccc1Cl | 100 | -0.9
COCC(C)n1c(SCC(=O)c2ccc[nH]2)nc2ccccc2c1=O (stereo unspecified) | 103 | 0.1
O=C(CCC(=O)N1CCN(c2ccc(F)cc2)CC1)c1ccccc1 | 103 | 0.6
CSc1ccccc1S(=O)(=O)C(C)(C)C | 103 | 0.7
Cn1c(=O)cc(OCC(=O)NC2CCN(Cc3ccccc3)CC2)c2ccccc21 | 101 | -0.7
COc1ccc(CNc2ccc(F)cc2C)c2ccccc12 | 103 | 0.4
CCOC(=O)c1c(C)[nH]c(C)c1S(=O)(=O)N1CCC(C(=O)NCc2ccc(OC)cc2)CC1 | 108 | 0.9
Cc1csc2c(N3CCSCC3)ncnc12 | 97 | -1
COc1ccccc1CN1CCN(C(CC(C)C)c2nnnn2Cc2ccc(F)cc2)CC1 (stereo unspecified) | 101 | -0.1
CCN(CC(=O)Nc1cc(Cl)ccc1C)C(=O)C1CCCCC1 | 102 | -0.3
CC12CCC(c3c(C(=O)O)nn(-c4ccccc4)c31)C2(C)C (stereo unspecified) | 102 | 0
CCc1ccc(NC(=O)c2ccc3c(c2)N(Cc2ccc(C)cc2)CCS3)cc1 | 104 | -0.2
Cc1onc(-c2ccccc2)c1C(=O)NC1CC1 | 102 | 0
CCn1c(=N)n(CC(O)c2ccccc2)c2ccccc21 (stereo unspecified) | 100 | -0.2
O/N=C/c1ccc(N2CCOCC2)s1 | 104 | 0.2
COc1cc(CNCc2cccnc2)ccc1OCc1ccccc1 | 102 | 0.1
Clc1ccc2nc(-c3cccs3)c(Nc3ccc4c(c3)OCCO4)n2c1 | 115 | 1.7
Cc1ccc(C)c(OCCC(=O)Nc2ccc3c(c2)OCO3)c1 | 101 | -0.4
Cc1nnc(NC(=O)CSCc2cc(=O)c3cc(Cl)ccc3[nH]2)s1 | 108 | 0.5
c1ccc2c(c1)OCC(CNc1ncnc3c1oc1ccccc13)O2 (stereo unspecified) | 105 | 0.3
COc1cc(/C=N/NC(N)=S)ccc1OCC(=O)N1CCOCC1 | 100 | 0
COC(=O)c1cncc(C(=O)OC)c1 | 104 | 0.6
COc1ccc(NC(=O)c2cc3cc(C)ccc3[nH]2)cc1 | 113 | 1.4
O=C(OC(C(=O)NCc1cccs1)c1ccccn1)c1cccs1 (stereo unspecified) | 106 | 2.6
CC(C)(C)C(=O)COC(=O)c1ccc(Cl)cc1N | 103 | 0.6
CCOc1ccc(NC(=O)c2c(NC(=O)c3ccccc3F)sc3c2CCC3)cc1 | 103 | -0.2
CCCN1CCc2nc(N3CCN(C)CC3)ncc2C1 | 104 | -0.2
N#Cc1ccc(CSc2nc3c(c(=O)[nH]2)CCCC3)cc1 | 110 | 0.6
COc1ccc(C(C(=O)NCc2ccccc2)N(C(=O)Cn2nnc3ccccc32)c2cccc(OC)c2)cc1 (stereo unspecified) | 110 | 0.5
CC1CCN(S(=O)(=O)c2cc(C(=O)NCc3ccc(F)cc3)n(C)c2)CC1 | 104 | -0.4
NNC(=O)c1cc2ccccc2[nH]1 | 100 | -0.6
Cc1ccc(Nc2ncc(C(=O)N3CCN(c4ccc(F)cc4)CC3)c3ccccc23)cc1Cl | 104 | 0
CC(C)CC(=O)N(Cc1ccccc1)S(=O)(=O)c1ccc2c(c1)oc(=O)n2C | 113 | 0.9
CCCNC(=O)N1CCN(CC)CC1 | 101 | -0.7
CCOc1ccc(S(=O)(=O)/N=C2/C=C(Sc3ncn[nH]3)C(=O)c3ccccc32)cc1 | 99 | -0.2
Cc1cccc(N2CCN(S(=O)(=O)c3ccc(Cl)nc3)CC2C)c1 (stereo unspecified) | 104 | 0.2
CCOC(=O)C1=C(C)NC(C)=C(C(=O)OC)C1c1cccc([N+](=O)[O-])c1 (stereo unspecified) | 100&99&101 | -0.5&-0.1&0.1
Cc1cc(C)c(Cn2c3ccccc3c3cnn(CC(=O)NCc4ccc(Cl)cc4)c(=O)c32)c(C)c1 | 103 | -0.5
CC1=Nc2ccccc2Sc2c1c(=O)n(-c1ccccc1)c1ccccc21 | 113 | 1
NC1=NN(c2cccc(C(=O)O)c2)C(=O)C1 | 104 | 0.8
CCc1ccc(NC(=O)C2CCCN(S(=O)(=O)c3ccc4c(c3)oc(=O)n4C)C2)cc1 (stereo unspecified) | 108 | 0.2
Cc1ccc(NC(=O)CSc2nnc3scc(-c4ccccc4)n23)cc1 | 104 | -0.1
O=C(Nc1ccc2c(c1)CCC2)C1CCCO1 (stereo unspecified) | 100 | -0.4
O=C(CSc1nc2ccccc2o1)NC1CC1 | 104 | 0.6
CC(C)(C)c1cc(O)c(O)c(Br)c1 | 98 | -0.1
Cc1cccc(N2CCN(C(=O)CCCN3C(=O)COc4ccc(C)cc43)CC2C)c1 (stereo unspecified) | 102 | 0.2
CCC(C)OC(=O)C1CC=CCC1C(=O)Nc1cccc(Br)c1 (stereo unspecified) | 105 | 0.3
O=C(Cn1c(=O)n(Cc2ccc(C(=O)NCc3ccccc3Cl)cc2)c(=O)c2ccccc21)Nc1ccc(F)c(Cl)c1 | 108 | -0.1
S=c1[nH]c2c(Cl)cc(Cl)cc2o1 | 100 | -0.3
Cc1ccc(-n2nc3c4nonc4ccc3[n+]2[O-])cc1 | 103 | 0.8
O=C(CSc1nnc(CNC(=O)c2ccccc2F)n1-c1ccccc1)Nc1ccccc1F | 99 | -2.2
O=C1CNC(=O)C2(c3ccccc3)CCCN12 (stereo unspecified) | 102 | 0.1

The list goes on:
SMILES | PV pol inh | PV pol inh FP z-score
CS(=O)c1ccc(-c2nc(-c3ccc(F)cc3)c(-c3ccncc3)[nH]2)cc1 (stereo unspecified) | 100 | 0.1
Cc1ccc(C(O)(c2ccc(C)c(C)c2)C2CN3CCC2CC3)cc1C (stereo unspecified) | 100 | -0.4
CCN(C(=O)C(C)C)c1ccccc1 | 101 | -0.5
O=C(Cn1cc(S(=O)(=O)Cc2ccccc2)c2ccccc21)N1CCCC1 | 100 | -0.9
C/C(N)=C(/C#N)C(=O)CSCc1ccccc1C | 106 | 0.3
CC1CCCN(C(=O)c2cc3c(=O)n(C)c4ccccc4c3s2)C1 (stereo unspecified) | 99 | -0.7
Nc1ccncc1 | 102&101&100 | 0.3&0.2&0.2
CCOc1ccc(S(=O)(=O)N(CC)CC(=O)NCc2cccnc2)cc1C | 103 | 0.5
CC(=O)Nc1ccc(OCC(=O)Nc2cc(F)ccc2C)cc1 | 103 | 0.2
NS(=O)(=O)c1ccc(NC(=O)CSCc2ccccc2)cc1 | 103 | -0.1
Cc1ccc(S(=O)(=O)N2CCCCCC2)cc1C | 99 | -0.7
Cc1ccc(CNC(=O)c2ccc(NC(=O)c3nsc4ccccc34)cc2)cc1 | 105 | -0.5
Cc1ccc2c(=O)c(CN3CCCC3)c(C)[nH]c2c1C | 100 | -0.3
CCOC(=O)c1cc(-c2ccc(C#N)cc2)nc2c1c(C)nn2CCC#N | 96 | -0.8
COC(=O)C1=C(C)N(c2ccc(OC)c(OC)c2)C(=O)/C1=C\c1cc(C)n(-c2ccc(F)cc2)c1C | 99 | -0.3
CCOC(=O)C1(C/C(C)=N/NC(N)=S)CC(C)(C)OC1=O (stereo unspecified) | 105 | 0.9
CCOC(=O)C1=C(CC)Nc2ccccc2N=C1NC(=O)c1ccc(=O)n(C)n1 | 101 | 0
CCOc1ccccc1NC(=O)CN(CCc1ccccc1)S(=O)(=O)c1ccc(C)cc1 | 105 | 0.1
CCOC(=O)c1sc2ncn(CC(=O)Nc3cc(C)cc(C)c3)c(=O)c2c1C | 108 | 0.5
O=C(CN(C(=O)c1ccc(Cl)nc1)C1CCCC1)NCc1ccc2c(c1)OCO2 | 99 | -0.4
Fc1ccc(N=C(CN2CCCCC2)N2CCCCC2)cc1 | 105 | 1.1
O=C(Nc1ccc(C(F)(F)F)cc1)c1ccc2c(c1)CCO2 | 104 | 0.1
CCOC(=O)N1CCC(N/C=C(\C#N)S(=O)(=O)c2ccc(Cl)cc2)CC1 | 102 | -0.1
O=C(CN1C(=O)/C(=C/c2ccccc2F)Sc2ccccc21)NCc1ccc2c(c1)OCO2 | 103 | 0.4
CCCOc1ccc(NC(=O)CC2C(=O)N(c3cccc(C)c3)C(=O)N2CCc2ccncc2)cc1 (stereo unspecified) | 111 | 0.9
CC(O)c1ccc(N(C)C)c2c(N(C)C)cccc12 (stereo unspecified) | 102 | -0.1
CN(C)c1ccc(NC(=O)COC(=O)C2=NNC(=O)CC2)cc1 | 99 | -0.2
CSc1c(C#N)c(-c2ccccc2)nn1CC(=O)NN | 107 | 0.6
COc1cccc(-c2nc(CS(=O)(=O)CC(=O)NCCc3ccc(Cl)cc3)c(C)o2)c1 | 108 | 0.4
O=C(NCCc1ccncc1)Nc1ccc(Cl)cc1 | 103 | -0.1
Cn1c(=O)c2c(nc(NCc3ccccc3)n2Cc2ccccc2)n(C)c1=O | 111 | 0
CCOC(=O)c1sc(SC#N)c(-c2ccccc2)c1N | 95 | -0.6
Cc1nc2ccccc2c2nc(N)nn12 | 104 | 0.5
O=C(CSc1ncn[nH]1)c1cccc(C(F)(F)F)c1 | 101 | -0.2
Clc1ccc(C(Cn2ccnc2)OCc2c(Cl)cccc2Cl)c(Cl)c1 (stereo unspecified) | 98 | -0.5
O=C(OCCN1C(=O)c2ccccc2C1=O)c1c2c(nc3ccccc13)CCC2 | 103 | -0.5
CN(C)c1ccc(/C=C2/C=C(c3ccccc3)OC2=O)cc1 | 74 | -4.8
CCOc1ccc(NC(=O)NCCN2CCN(c3ccccc3F)CC2)cc1 | 107 | -0.4
N#Cc1cc(C#N)c(SCc2ccc(Cl)cc2)nc1N | 100 | -0.1
COCCN1C(=O)c2oc3ccc(C)cc3c(=O)c2C12C(=O)N(C)c1ccccc12 (stereo unspecified) | 105 | -0.4

Part of the list above in order of formula weight, smallest number first:
SMILES | PV pol inh | PV pol inh FP z-score
Cc1nc2ccccc2c2nc(N)nn12 | 104 | 0.5
CN(C)c1ccc(/C=C2/C=C(c3ccccc3)OC2=O)cc1 | 74 | -4.8
N#Cc1cc(C#N)c(SCc2ccc(Cl)cc2)nc1N | 100 | -0.1
CCOc1ccc(NC(=O)NCCN2CCN(c3ccccc3F)CC2)cc1 | 107 | -0.4
Clc1ccc(C(Cn2ccnc2)OCc2c(Cl)cccc2Cl)c(Cl)c1 (stereo unspecified) | 98 | -0.5

New compounds follow.
SMILES | PV pol inh | PV pol inh FP z-score
CC1CC(Sc2nnc(-c3cccs3)n2C2CC2)C(=O)O1 (stereo unspecified) | 104 | 0
COc1cc(C#N)ccc1OC(=O)Cc1coc2ccc3ccccc3c12 | 108 | 1.5
CC(C)C(CC(=O)O)NS(=O)(=O)c1ccc(F)cc1 (stereo unspecified) | 98 | -1.3
O=C(CSc1ccccc1C(=O)Nc1ccnn1Cc1cccs1)NCc1ccco1 | 101 | 0.1
COc1cc(NC(=O)CSc2nc3ccccc3nc2Cc2ccc(Cl)cc2)cc(OC)c1 | 109 | 0.6
CCN(CC)C(=O)c1ccc(C(=O)c2ccccc2)o1 | 104 | 0.2
CC(=O)N1CCOc2cc(S(=O)(=O)NCCN(C)C)c(Cl)cc21 | 107 | 2.9
CCc1ccc(NC(=O)c2ccc(-c3ccccc3)s2)cc1 | 101 | -0.9
Cc1cc(-c2cc(N)n(-c3ccccc3)n2)c(C)n1C1CCCC1 | 101 | -0.1
NC(=O)n1c(CCC(=O)O)nc2sc3c(c2c1=O)CCC3 | 85* | -1.3*
CC(C)CCNC(=O)c1ccc2c(c1)N(C)C(=O)c1ccccc1S2 | 108 | 0
CC(C)Cc1nc2ccc(N)cc2[nH]1 | 100 | -0.4
O=C(Nc1ccccc1C(=O)NC1CCS(=O)(=O)C1)C1=CSCCO1 (stereo unspecified) | 101 | 0.1
COc1ccc(NC(=O)CSc2nc3ccccc3n2Cc2cccc(OC)c2)cc1 | 108 | 0.4
CCN(c1ccccc1)c1ncnc(N)n1 | 101 | -0.5
Cc1cccc(C(=O)N(CC#N)CC#N)c1 | 102 | -0.1
CCCCNC(=O)C1CCN(S(=O)(=O)CC)CC1 | 100 | 0
Cc1cc(NC(=O)COc2ccccc2)cc(-c2nc3ccccc3o2)c1O | 105 | 0.1
O=C(c1nc2ccccc2[nH]1)N1CCOCC1 | 103 | 0.2
CCOC(=O)c1ccc(CSc2nnc3cc(C)c4ccccc4n23)cc1 | 103 | 0
COc1ccc(C2NS(=O)(=O)N=C2N)cc1 (stereo unspecified) | 99 | -0.4
Cc1[nH]c2ccccc2c1C1=CCN(S(=O)(=O)c2cccc3nsnc23)CC1 | 100 | 0.1

Screens deposited in PubChem by ICCB-Longwood Screening Facility, Harvard Medical School.
